# Bioassay records (PubChem BioAssay)
# KCNK3 inh – human KCNK3 channel inhibition, primary screen | O14649 | CHO-KCNK3 thallium flux, FluxOR fluorescence; stronger effect = lower value | B-score at 10 µM | 340,000 tested, 0.84% active | AID 602410;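 active means B-score under library mean minus 4 SD, starting fluorescence ratio at most library mean plus 5 SD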;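 further: more negative B-score means stronger inhibition of thallium flux through KCNK3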
# Target sequence (O14649 whole entry, looked up): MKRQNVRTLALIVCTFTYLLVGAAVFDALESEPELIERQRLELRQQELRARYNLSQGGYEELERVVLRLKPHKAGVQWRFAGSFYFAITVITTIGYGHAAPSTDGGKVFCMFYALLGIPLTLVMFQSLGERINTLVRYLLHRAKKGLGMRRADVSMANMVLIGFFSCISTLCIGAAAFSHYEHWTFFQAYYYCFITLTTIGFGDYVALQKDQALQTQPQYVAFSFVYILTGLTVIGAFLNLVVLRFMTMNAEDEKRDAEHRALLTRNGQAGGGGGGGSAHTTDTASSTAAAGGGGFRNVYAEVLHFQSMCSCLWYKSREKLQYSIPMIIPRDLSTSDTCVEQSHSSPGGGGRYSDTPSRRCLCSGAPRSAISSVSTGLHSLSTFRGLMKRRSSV
# GSK3beta inhib – human GSK3beta kinase inhibition | AID 2097 | P49841 | activity score (negative = inhibition), % at 10 µM | 300,000 tested, 0.038% active | GST-GSK3beta kinase, ADP-Glo luminescence, 60 min; stronger effect = lower value;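 active means more than half of replicate wells score below -50%, meaning over 50% inhibition versus plate controls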;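 further: 0% = median DMSO wells and -100% = median GW8510 positive control wells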
# Target sequence (P49841 whole entry, looked up): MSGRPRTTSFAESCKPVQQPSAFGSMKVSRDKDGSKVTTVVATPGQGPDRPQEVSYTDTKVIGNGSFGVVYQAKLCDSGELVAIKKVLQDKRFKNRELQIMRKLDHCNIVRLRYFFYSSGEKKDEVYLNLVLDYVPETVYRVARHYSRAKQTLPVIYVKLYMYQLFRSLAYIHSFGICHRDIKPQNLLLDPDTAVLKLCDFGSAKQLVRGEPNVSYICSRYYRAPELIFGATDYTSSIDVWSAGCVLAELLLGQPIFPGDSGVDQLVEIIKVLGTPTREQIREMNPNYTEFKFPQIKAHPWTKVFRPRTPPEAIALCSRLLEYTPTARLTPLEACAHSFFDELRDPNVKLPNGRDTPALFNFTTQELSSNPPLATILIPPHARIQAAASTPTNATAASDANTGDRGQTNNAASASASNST
#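 Test system – GST-tagged human GSK3beta kinase, cell-free · Incubation – 60 min enzyme reaction, room temperature · Signal – ADP-Glo luminescence · Also added – peptide substrate and ATP at 25 µM · Controls – DMSO neutral wells and GW8510 at 20 µM as positive · Buffer or medium – Tris/MgCl2 kinase buffer · Measure – Luminescence-derived activity versus plate DMSO and GW8510 wells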
# RGS4 act – potentiators or activators of RGS4. 310,000 tested, 0.92% active. HEK293 M3R/inducible RGS4, carbachol calcium flux Fluo4; stronger effect = lower value. B-score at 10 µM;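 active means B-score of the integrated calcium signal more than 4 SD below the library mean, with starting fluorescence not abnormally high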;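 further: negative B-score means reduced calcium response which marks RGS4 activation or potentiation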
#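 Assay system: Inducible-RGS4 HEK293 cells carrying M3 receptor | Schedule: Compound preincubation 20 min at room temperature before agonist | Signal: Kinetic calcium fluorescence imaging with Fluo4-AM dye, 2 µM | Read-out basis: B score from integrated fluorescence ratio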
# KCNQ1 block – human KCNQ1 channel inhibition | P51787 | CHO-K1 KCNQ1, FluxOR thallium flux fluorescence; stronger effect = higher value | B-score at 10 µM | 310,000 tested, 1.3% active | AID 2642;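 active means compounds whose thallium flux B-score, printed positive for inhibition, exceeds three library SD while starting fluorescence stays within three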;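 further: channel opened by potassium depolarization with thallium stimulus after 20 min compound exposure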
# PolyA inhibitor – inhibitors of polyadenylation in S. cerevisiae | S. cerevisiae SKY197-pL101 polyadenylation reporter, beta-gal luminescence; efflux-impaired pdr1/pdr3 knockout yeast; score 100 = 6 SD above DMSO | calls only at 12 µM | 300,000 tested, 0.02% active;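 active means lowest replicate activity score at least 50, where 100 means six control SD above control mean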;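 further: yeast exposed to compound for 9 h at 30 °C; higher score means more reporter readthrough which indicates perturbed polyadenylation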
# DYRK1A inh – inhibitors of rat Dyrk1A kinase; Q63470; ADP-Glo luminescence, NFATc1 peptide; inhibition, % at 12.5 µM; 310,000 tested, 0.43% active; in the data active means inhibition above about 50%;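 further: plate controls were vehicle with enzyme for no effect and no enzyme for full effect; many of its hits are not listed in these tables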
# KCNQ1 act – human KCNQ1 channel potentiation or activation; CHO-K1 KCNQ1, thallium flux FluxOR fluorescence; stronger effect = higher value; P51787; AID 2648; 310,000 tested, 0.35% active; B-score at 10 µM;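 active means fluorescence ratio B-score, a plate-corrected score, at least three library SD, with initial intensity B-score within 5 SD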
#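 Medium – assay buffer, equal DMSO in all wells · Material – CHO-K1 cell line with stable KCNQ1 potassium channel expression · Signal – kinetic FluxOR thallium fluorescence, 10-s 1-Hz baseline, 110-s post-stimulus read · Compound – single concentration per compound, DMSO matched to controls · Schedule – 37 °C overnight plating, 90-min dark dye load, 20-min compound pretreatment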
# HDAC3 inhib – blocks human histone deacetylase 3; inhibition, % at 8.3 µM; recombinant HDAC3, fluorogenic peptide/trypsin coupled, fluorescence; O15379; 320,000 tested, 0.15% active; in the data active means inhibition above about 26%, passing the limit was not always enough
# KCNK9 block – human KCNK9 channel inhibition. Q9NPC2. 310,000 tested, 1.2% active. AID 488922. HEK293 KCNK9, FluxOR thallium flux fluorescence; stronger effect = lower value. B-score at 10 µM;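 active means ratio B-score over 3 SD below the library mean, with starting fluorescence within 5 SD of its mean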;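 further: negative B-score means less thallium flux so channel inhibition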
# hERG rescue – compounds protecting human hERG from proarrhythmic drug block | 310,000 tested, 0.51% active | CHO-hERG, FluxOR thallium flux, dofetilide IC70 present | activation (rescue from dofetilide block), less the hit threshold, % at 10 µM | Q12809;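 active means activation above the mean of controls blocked by dofetilide plus 5 SD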;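 further: thallium influx through hERG after potassium depolarization seen as dye fluorescence rise; in these data hits start at about 4.7%; inactives centre near -7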
# GSK3 alpha inh – inhibitors of human GSK-3 alpha kinase. P49840. ADP-Glo luminescence, 60 min. inhibition, % at 10 µM. 320,000 tested, 0.1% active;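 in the data active means inhibition above about 50%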;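 further: GST-tagged GSK-3 alpha with peptide substrate and 25 µM ATP; 0% = DMSO neutral wells and 100% = GW8510 positive control wells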
# * = called active by the depositor; i = inactive; x = no result given. Some of the compounds tested; count on the stated rates, not on these rows.
SMILES,KCNK3 inh,GSK3beta inhib,RGS4 act,KCNQ1 block,PolyA inhibitor,DYRK1A inh,KCNQ1 act,HDAC3 inhib,KCNK9 block,hERG rescue,GSK3 alpha inh
COc1ccc(C(=O)N2CCN(C(=O)CC(C)C)CC2)cc1OC,i,2,i,i,i,10,i,-9,i,-6,0
Cc1cc(C)c(NC(=S)N(CCN(C)C)Cc2cccs2)c(C)c1,i,-5,i,i,i,-1,i,7,i,-4,1
Fc1ccc(CN2CCCN(C(=S)Nc3ccc(F)cc3)CC2)cc1,i,3,i,i,i,8,i,-5,i,-9,1
CCOC(=O)c1c(C)n(CC(COC(C)=O)OC(C)=O)c2ccc(OC(C)=O)cc12 (stereo unspecified),i,4,i,i,i,3,i,4,i,-10,-22
O=C(C1=C[C@@H](c2csc3ccccc23)C[C@@H](OCc2ccc(CO)cc2)O1)N1CCN(Cc2ccccc2)CC1,i,3,i,i,i,x,i,17,i,-10,-1
CC(=O)N=c1sccn1CC(=O)c1ccc([N+](=O)[O-])cc1,i,-6,i,i,i,7,i,5,i,-8,-3
N#C/C(=C\c1cccc(Cl)c1)C(=O)c1ccccc1,i,-1,i,i,i,-5,i,8,i,-8,-4
Cc1ccc(Cn2ccc(NC(=O)c3cc(C)on3)n2)cc1,i,-1,i,i,i,3,i,2,i,-9,-2
O=C(NCCOc1ccccc1)C(=O)c1c[nH]c2ccccc12,i,2,i,i,i,23,i,11,i,-8,0
CCC(C)NC(=O)c1c(N)n(/N=C/c2cccnc2)c2nc3ccccc3nc12 (stereo unspecified),i,0,i,i,i,0,i,0,i,-18,-3
CCCCCN(C(=O)CCC(=O)OC(C)C(=O)Nc1cccc(C#N)c1)c1c(N)n(CCCC)c(=O)[nH]c1=O (stereo unspecified),i,1,i,i,i,-13,i,-2,i,-15,-2
CCN(CC)c1ccc(NC(=O)C(C)C)cc1,i,-6,i,i,i,8,i,-1,i,-13,-1
O=C(CCCN1C(=O)C2CCCCN2C1=O)N1CCN(c2ccc([N+](=O)[O-])cc2)CC1 (stereo unspecified),i,2,i,i,i,2,i,5,i,-6,28
CCn1c(Cn2nnc(-c3ccccc3)n2)nnc1SCC(=O)Nc1ccccc1,i,1,i,i,i,0,i,0,i,0,-2
Cc1ccc(OCC(=O)NCc2n[nH]c(=O)c3ccccc23)cc1,i,-1,i,i,i,-8,i,0,i,-14,-2
CCOC(=O)c1cc(C)nc(N2CCCCC2)c1C#N,i,0,-11*,i,i,-3,i,1,i,-11,-1
CC(=O)N1c2ccc(S(=O)(=O)N3CCCC(C(=O)Nc4ccc(F)cc4)C3)cc2CC1C (stereo unspecified),i,1,i,i,i,16,i,6,i,-9,0
COc1ccc(NC(=O)CCCSc2nc(-c3ccco3)cc(C(F)(F)F)n2)cc1OC,i,1,i,i,i,6,i,12,i,-6,0
CCOC(=O)c1sc(NC(=O)c2ccc3nc[nH]c3c2)nc1C,i,-1,i,i,i,-1,i,10,i,-13,-4
COc1ccc(Cn2c(O)cc(=O)[nH]c2=O)cc1,i,5,i,i,i,0,i,5,i,-5,-5
Cc1cc(=O)n(CNC(=O)c2ccccc2)c(=S)[nH]1,i,4,i,i,i,x,i,2,i,-3,1
COc1ccc(C2CC(=O)C=C(NCc3ccc4c(c3)OCO4)C2)cc1 (stereo unspecified),i,-3,i,i,i,x,i,-2,i,-5,-1
Cc1noc(C)c1CSc1nc2ccccc2[nH]1,i,5,i,i,i,-9,i,2,i,-5,4
COc1ccc(C(C#N)N2CCCCCC2)cc1OC (stereo unspecified),i,0,i,i,i,8,i,0,i,-7,-1
O=C(Nc1cc(-c2ccccc2)sc1C(=O)O)c1cccc(F)c1,i,5,i,6*,i,37,i,9,i,-11,6
FC(F)(F)c1nnc2ccc(NCc3cccnc3)nn12,i,0,i,i,i,-4,i,10,i,-3,1
Cc1cnc(C(=O)OCC(=O)NC2CCCCCC2)cn1,i,-12,i,i,i,3,i,-4,i,-6,-1
Cn1c(=O)c2c(SCC(=O)N3CCCCC3)nc(-c3ccccc3F)nc2n(C)c1=O,i,-2,i,i,i,0,i,-2,i,-8,2
COc1ccc(N2CC(C)Cn3c2nc2c3c(=O)n(CCN3CCOCC3)c(=O)n2C)cc1 (stereo unspecified),i,-1,i,i,i,3,i,-4,i,-7,1
O=S(=O)(NCc1csc(-c2cccnc2)n1)c1ccc2c(c1)OCCO2,i,0,i,i,i,2,i,0,i,-5,-3
O=C(CNC(=O)c1ccc(Cl)cc1Cl)NCC1CCCO1 (stereo unspecified),i,x,i,i,i,0,i,3,i,-8,0
O=C(CCc1c[nH]c2ccccc12)NCCc1ccc2c(c1)OCCO2,i,0,i,i,i,2,i,-3,i,-9,-3
CCCOCn1cc(F)c(=O)[nH]c1=O,i,-1,i,i,i,3,i,10,i,0,-2
CCOc1ccc(/C(O)=C2/C(=O)C(=O)N(CCOCCO)C2c2ccccn2)cc1 (stereo unspecified),i,0,i,i,i,2,i,5,i,-7,-2
C=CCN(c1ccccc1C(=O)O)S(=O)(=O)c1ccc(NC(=O)OC)cc1,i,3,i,i,i,-4,i,x,i,-7,-4
CC1=C(C(=O)OC(C)C)C(c2cn(-c3ccccc3)nc2-c2cccs2)NC(=O)N1 (stereo unspecified),-9.5*,-1,i,i,i,0,i,6,i,-8,1

# Profiles, quoted from the list.
# Cc1cnc(C(=O)OCC(=O)NC2CCCCCC2)cn1 is listed as KCNK3 inh = i; GSK3beta inhib = -12; RGS4 act = i; KCNQ1 block = i; PolyA inhibitor = i; DYRK1A inh = 3; KCNQ1 act = i; HDAC3 inhib = -4; KCNK9 block = i; hERG rescue = -6; GSK3 alpha inh = -1
# O=C(CCc1c[nH]c2ccccc12)NCCc1ccc2c(c1)OCCO2 is listed as KCNK3 inh = i; GSK3beta inhib = 0; RGS4 act = i; KCNQ1 block = i; PolyA inhibitor = i; DYRK1A inh = 2; KCNQ1 act = i; HDAC3 inhib = -3; KCNK9 block = i; hERG rescue = -9; GSK3 alpha inh = -3

# Further structures follow:
SMILES,KCNK3 inh,GSK3beta inhib,RGS4 act,KCNQ1 block,PolyA inhibitor,DYRK1A inh,KCNQ1 act,HDAC3 inhib,KCNK9 block,hERG rescue,GSK3 alpha inh
O=c1[nH]c(C(F)(F)F)nc2ccccc12,i,-1,i,i,i,-5,i,0,i,-4,-2
CCOC(=O)c1c(-c2ccc(C)cc2)cn2ccccc12,i,-1,i,i,i,15,i,-6,i,-6,-2
O=C(CSc1nnc(Cc2ccccc2)o1)N1CCOCC1,i,-2,i,i,i,1,i,-2,i,-4,-2
O=C(N/N=C/c1ccc(Br)s1)c1c[nH]c2ccccc12,i,3,i,i,i,7,i,7,i,-9,-2
COc1ccc(-c2ccc(-c3noc(-c4cccs4)n3)c(OC)n2)cc1,i,-5,i,i,i,2,i,-1,i,0,0
O=C(NCc1ccc2c(c1)OCO2)C1CC(c2ccccc2O)=NO1 (stereo unspecified),i,3,i,i,i,-3,i,4,i,-9,-4
CS(=O)(=O)N(CC(=O)N1CCCC1)c1ccc(Cl)cc1Cl,i,2,i,i,i,-1,i,12,i,-10,0
COc1ccc(CCC(=O)NCC(=O)OCc2ccccc2)cc1,i,3,i,i,i,0,i,-1,i,-10,-2
COc1ccc(C(CC(=O)N2CCCCC2)c2c(O)cc(OC)cc2OC)cc1 (stereo unspecified),i,1,i,i,i,4,i,-1,i,-9,1
c1ccc2c(c1)CSc1ccccc1N2,i,0,i,i,i,x,i,10,i,-7,-2
Cc1ccc(CSCc2ccc(C(=O)NCCCN3CCOCC3)o2)cc1,i,1,i,i,i,-3,i,0,i,-15,0
COc1cc(C2CC(=O)N3CN(Cc4ccco4)CSC3=C2C#N)ccc1OCc1ccccc1 (stereo unspecified),i,1,i,i,i,-1,i,4,i,-14,-3
CC(c1ccccn1)N(C)C(=O)c1ccc2nc(Cc3cccc(Cl)c3)oc2c1 (stereo unspecified),i,1,i,i,i,-1,i,4,i,-10,-1
CCNC(=S)NNC(=O)c1ccccn1,i,-2,i,i,i,2,i,-4,i,-9,-14
CC1CCCCC1NC(=O)CSc1nnnn1-c1ccccc1 (stereo unspecified),i,0,i,i,i,2,i,-4,i,-2,0
O=C(Cn1c(=O)[nH]c2ccsc2c1=O)NC1CCCCCC1,i,0,i,i,i,-2,i,-4,i,-13,-1
CC(=O)NS(=O)(=O)c1ccc(NC(=O)/C=C/c2cn(-c3ccccc3)nc2-c2ccccc2)cc1,i,8,i,i,x,-2,i,11,i,-5,-1
CCOC(=O)C1CCN(Cc2ccc(Cl)c(Cl)c2)CC1,i,2,i,i,i,x,i,4,i,-1,-2
CC(C)n1c(C(O)c2ccccc2)nc2ccccc21 (stereo unspecified),i,0,i,i,i,4,i,-9,i,-3,0
Cc1cc(C(=O)NP(=O)(N2CC(C)OC(C)C2)N2CC(C)OC(C)C2)c(C)n1C1CC1 (stereo unspecified),i,4,i,i,i,3,i,6,i,-8,0
COc1ccc2c(c1)c(C(=O)CNc1nc(C)cs1)c(C)n2C,i,1,x,x,i,2,x,-4,x,x,2
CCOc1ccccc1NC(=O)c1cc(C(=O)c2cc(OC)ccc2O)coc1=N,i,3,i,i,i,1,i,11,i,-11,-2
COc1ccc(-n2cnnc2SCC(=O)N2CCN(c3ccccc3)CC2)cc1,i,2,i,i,i,12,i,8,i,-7,1
O=C(NCCNc1ccccc1[N+](=O)[O-])c1cc(F)c(F)cc1Cl,i,3,i,i,i,-10,i,3,i,-4,-2
CCCOC(=O)NC1C(NC(=O)OCCC)N(C)C(=O)N1C (stereo unspecified),i,-5,i,i,i,-6,i,-2,i,-4,-1
Cc1ccc(C(=O)NN2C(=O)C3C4C=CC(C5CC45)C3C2=O)cc1 (stereo unspecified),i,4,i,i,i,-2,i,-4,i,-5,-1
NS(=O)(=O)c1ccc(CNC(=O)c2cccnc2Cl)cc1,i,4,i,i,i,-1,i,-2,i,-13,0
O=C(Nc1ccc(C(F)(F)F)cc1)c1ccc(NC(=O)C2CCCO2)cc1 (stereo unspecified),i,3,i,i,i,-7,i,-7,i,-7,0
CCC(C(=O)N1CCN(S(C)(=O)=O)CC1)c1ccccc1 (stereo unspecified),i,5,i,i,i,-1,i,2,i,-10,2
CC(C)c1ccc(CN(C(=O)c2cc3ccccc3oc2=O)C2CCS(=O)(=O)C2)cc1 (stereo unspecified),i,-1,i,i,i,-2,i,0,i,-7,2
CC1CN(Cc2nc3ccccc3c(=O)[nH]2)CC(C)O1 (stereo unspecified),i,5,i,i,i,0,i,-1,i,0,-2
